Compound activity (PubChem)
esBAF inh: SWI/SNF esBAF complex inhibition; 350,000 tested, 2% active; mouse ES cells, Bmi1-luciferase knock-in reporter, 24 h; 100% = twice the neutral-well signal; reporter increase, % at 12.5 µM; in the data active = activation above about 40%;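 note: 0% = median of the plate's neutral control wells and 100% = double that signal; a rise in the Bmi1 reporter signal indicates esBAF inhibition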
CASP6 VEID inh: caspase-6 (human) enzyme inhibition; P55212; purified caspase-6, Z-VEID-R110 cleavage fluorescence; inhibition, % at 12.5 µM; 350,000 tested, 0.53% active;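 active = mean inhibition across replicates at least about 35%, with every replicate also reaching that limit, limit read from the data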;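 note: 0% = median of neutral control wells and 100% = no fluorescence left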
RAD54 branch: inhibitors of human RAD54 branch migration; Q92698; RAD54 Holliday junction branch migration, FAM/BHQ fluorescence; inhibition, % at 10.4 µM; AID 602329; 360,000 tested, 0.14% active;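 active = mean normalized replicate activity at least 40 and at least half of replicates scoring 40 or more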;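 note: 0% = median of neutral control wells and 100% = median of positive control wells; inhibitors cause a drop in the FAM fluorescence signal; in these data hits start at about 50%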
E-sel inducer: induces E-selectin expression in human endothelial cells | P16581 | HUVEC E-selectin immunofluorescence imaging; normalized: neutral wells 0, TNF-alpha wells 100 | activation, % at 7.58 µM | 260,000 tested, 0.37% active | AID 686992;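 active = mean E-selectin-positive cell signal at least 10% of the positive control, reached in at least 60% of replicates, without over 20% cell loss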;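 note: in these data hits start at about 27%; measured in HUVEC primary endothelial cells; signal is the percent of cells scored E-selectin positive by PE staining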
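Assay system: HUVEC, human umbilical vein endothelial cells / Amount: 3,000 HUVEC/well / Controls: TNF-alpha positive control, DMSO neutral control / Compound dosing: single concentration / Medium: EGM-2 over gelatin coat / Evaluation: percent E-selectin-positive cells / Signal: immunofluorescence imaging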
RAD52 inh: RAD52 (human) annealing inhibition. recombinant RAD52 DNA annealing, FRET fluorescence. 360,000 tested, 0.46% active. P43351. inhibition, % at 18.7 µM;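 active = every replicate showing at least 50% inhibition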
Target sequence (P43351 whole entry, looked up): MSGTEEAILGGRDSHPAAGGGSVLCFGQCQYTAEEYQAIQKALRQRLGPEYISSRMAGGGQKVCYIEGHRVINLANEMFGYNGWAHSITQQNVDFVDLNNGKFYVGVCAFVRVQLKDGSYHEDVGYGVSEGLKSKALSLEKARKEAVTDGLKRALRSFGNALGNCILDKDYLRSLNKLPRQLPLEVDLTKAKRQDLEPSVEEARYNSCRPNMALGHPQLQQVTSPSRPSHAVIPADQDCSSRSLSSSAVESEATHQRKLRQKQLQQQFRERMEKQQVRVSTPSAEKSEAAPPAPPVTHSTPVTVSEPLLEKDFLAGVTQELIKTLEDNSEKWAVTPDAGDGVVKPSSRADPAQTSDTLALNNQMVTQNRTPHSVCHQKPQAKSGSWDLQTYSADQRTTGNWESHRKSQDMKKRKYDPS
ERp5 inh: blocks human ERp5 reductase activity on insulin | Q15084 | ERp5 insulin aggregation, absorbance 650 nm, 90 min | inhibition, % at 9.99 µM | 350,000 tested, 0.05% active;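 active = mean replicate inhibition above about 25%, with every replicate also reaching it, limit read from the data, passing the limit was not always enough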
Target sequence (Q15084 whole entry, looked up): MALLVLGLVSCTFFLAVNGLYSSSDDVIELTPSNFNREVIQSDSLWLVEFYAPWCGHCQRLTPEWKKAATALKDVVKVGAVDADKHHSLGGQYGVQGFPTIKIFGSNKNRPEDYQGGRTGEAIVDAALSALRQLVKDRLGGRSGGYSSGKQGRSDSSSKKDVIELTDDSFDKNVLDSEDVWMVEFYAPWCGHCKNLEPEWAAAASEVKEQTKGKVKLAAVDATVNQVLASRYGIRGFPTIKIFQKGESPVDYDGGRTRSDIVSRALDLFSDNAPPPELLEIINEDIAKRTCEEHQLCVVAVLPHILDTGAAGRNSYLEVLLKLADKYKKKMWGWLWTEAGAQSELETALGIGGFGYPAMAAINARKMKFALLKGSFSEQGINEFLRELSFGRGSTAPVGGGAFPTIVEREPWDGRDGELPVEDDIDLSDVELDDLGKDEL
PglD DTNB: PglD (C. jejuni) enzyme inhibition | purified PglD enzyme, DTNB colorimetric CoA detection | inhibition, % at 12.5 µM | 360,000 tested, 0.098% active; in the data active = inhibition above about 16%, passing the limit was not always enough; note: strong numbers were not always called active
ARNT TACC3 PPI: disruptors of human ARNT/TACC3 interaction; Q9Y6A5; AlphaScreen His-ARNT PAS-B/GST-TACC3 binding, luminescence; TACC3 fragment carries E629A point mutation; inhibition, % at 9.99 µM; 390,000 tested, 0.66% active; AID 623870;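 active = mean inhibition of replicates at least 50% and at least half of replicates each reaching 50%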;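 note: 0% = complete ARNT plus TACC3 wells and 100% = ARNT alone without TACC3; many hits fall short of the cut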
Starred values were filed as active, the others as inactive; nt = no result given.

Key to letters: A = esBAF inh; B = CASP6 VEID inh; C = RAD54 branch; D = E-sel inducer; E = RAD52 inh; F = ERp5 inh; G = PglD DTNB; H = ARNT TACC3 PPI
Cc1cc(OCC(O)CN)ccc1Cl (centres undefined)
  A: nt	B: 1	C: nt	D: 3.4	E: -28	F: -3	G: nt	H: -18

O=C(COC(=O)c1cccc(S(=O)(=O)N2CCOCC2)c1)NC1CCCCC1
  A: 1	B: 0	C: 2	D: 0.4	E: -16	F: -2	G: 4	H: nt

C/C(=N\NC(=O)CC(C)C)c1ccc(N2CCCCC2)cc1
  A: nt	B: 1	C: -5	D: nt	E: -7	F: 6	G: 1	H: 2

CCSc1nnc(NC(=O)c2c(C)noc2C)s1
  A: nt	B: 4	C: -8	D: 0.2	E: 0	F: 3	G: 1	H: 2

COc1ccc(CN2CCNC(=O)C2CC(=O)N(C)CCCN2CCOCC2)cc1C (centres undefined)
  A: -10	B: -8	C: -8	D: nt	E: -25	F: 1	G: 1	H: -3

O=C(CSc1nc2ncccc2[nH]1)c1ccc(F)cc1
  A: 7	B: nt	C: -9	D: nt	E: nt	F: nt	G: -7	H: 2

Cc1cccc(OC(=O)c2cncc(Br)c2)c1
  A: nt	B: 0	C: nt	D: nt	E: -6	F: -2	G: nt	H: -8

CC(C)C[C@H]1COCn2nncc2CC[C@H](Cc2ccccc2)C(=O)N1
  A: nt	B: 6	C: nt	D: 0.1	E: 4	F: 1	G: nt	H: nt

CC(=O)N1CCCCN2[C@H](CO)[C@@H](c3ccc(-c4ccccc4)cc3)[C@H]2C1
  A: 5	B: -2	C: -4	D: -0.1	E: -1	F: -2	G: 0	H: -1

O=C(NCC(c1ccccc1)N1CCCC1)C1CCN(C(=O)Nc2ccccc2)CC1 (centres undefined)
  A: 10	B: -8	C: 3	D: 0.2	E: 0	F: 2	G: -5	H: 3

CNC(=O)C[C@@H]1CC[C@@H]2[C@H](COc3ccc(NC(=O)NC(C)C)cc3C(=O)N2C)O1
  A: 3	B: nt	C: 2	D: 0.1	E: nt	F: nt	G: 1	H: 2

Cc1cnc(NC(=O)CSc2nnc(COc3ccccc3)o2)s1
  A: 5	B: -1	C: nt	D: -0.6	E: -1	F: -6	G: nt	H: -15

c1ccc(C2(CN3CCNC[C@@H]3CC3CCCCC3)CC2)cc1
  A: 1	B: -9	C: 9	D: 0.7	E: -17	F: -9	G: 1	H: 26

O=C(CSc1nc2c(c(=O)n1-c1ccc(F)cc1)SCC2)NCc1ccco1
  A: -8	B: nt	C: 0	D: nt	E: nt	F: nt	G: 2	H: 1

N#Cc1c(N)nc2c(c1N)CC(=O)N2c1ccc(Cl)cc1
  A: 15	B: 3	C: 12	D: nt	E: 10	F: -1	G: 0	H: 3

C[C@H](CO)N1C[C@H](C)[C@H](CN(C)Cc2ccc(C(=O)O)cc2)OCc2cn(nn2)CCCC1=O
  A: nt	B: 1	C: nt	D: -0.1	E: 1	F: -4	G: nt	H: nt

CC(=O)N(C)Cc1ccc(C(=O)CCl)cc1
  A: nt	B: -1	C: nt	D: -0.1	E: -12	F: 1	G: nt	H: 0

CNC[C@@H]1Oc2cc(C#CCC(C)C)ccc2S(=O)(=O)N([C@H](C)CO)C[C@H]1C
  A: 0	B: -4	C: -13	D: -0.1	E: -13	F: -1	G: 1	H: 0

CC(C)CC(N)C(=O)OCc1ccc([N+](=O)[O-])cc1 (centres undefined)
  A: -6	B: -1	C: nt	D: 4.3	E: -4	F: 3	G: nt	H: -3

O=C1NCC(=O)N2CCC[C@@H]12
  A: -6	B: 4	C: -5	D: nt	E: -9	F: 3	G: 0	H: -4

CCC(=O)N1CC[C@@H]2[C@H]1c1cc(C#Cc3ccccc3)ccc1N[C@@H]2CO
  A: 0	B: 1	C: -10	D: 1.7	E: -3	F: 0	G: 1	H: -5

O=C1C=C(c2ccccc2Oc2ccccc2)C[C@@H](c2ccc(F)cc2)C1
  A: 3	B: -3	C: -1	D: -0.3	E: -6	F: 5	G: -2	H: nt

CCCN(C)C[C@@H]1Oc2ncc(-c3ccc(OC)cc3)cc2C(=O)N([C@H](C)CO)C[C@@H]1C
  A: 2	B: -1	C: -5	D: -0.1	E: -4	F: 0	G: -2	H: 0

O=C(Nc1nc(-c2ccc3c(c2)OCCO3)cs1)c1ccc(S(=O)(=O)N2CCCCC2)cc1
  A: 7	B: nt	C: -8	D: nt	E: nt	F: nt	G: -1	H: 0

O=S1(=O)c2c(F)cccc2O[C@@H](COCc2ccccc2)CN1CCc1ccc(F)cc1
  A: -7	B: 2	C: -9	D: -0.6	E: 10	F: -3	G: 0	H: -5

COc1ccc(-c2nnc(SCC(=O)N3CCCC3=O)n2N)cc1OC
  A: 0	B: -2	C: -4	D: -1.1	E: -4	F: 7	G: -4	H: -3

Cc1ccc(S(=O)(=O)Nc2cccc3ncccc23)s1
  A: 24	B: -4	C: -14	D: nt	E: -11	F: -3	G: 2	H: 70*

COc1cccc(N2CCN(C(=O)c3ccc(OC)c(S(=O)(=O)NC4CC4)c3)CC2)c1
  A: 20	B: -1	C: -1	D: -1.5	E: -4	F: 2	G: 19	H: nt

COc1ccc(C(=O)N2CCCC(C(=O)N3CCN(c4ccccc4)CC3)C2)cc1 (centres undefined)
  A: -5	B: 1	C: 2	D: -0.2	E: -3	F: -4	G: 1	H: -5

C[C@H](CO)N1C[C@H](C)[C@H](CN(C)C(=O)C2CCCCC2)OCCCC[C@H](C)Oc2ccc(NC(=O)Cc3ccccc3)cc2C1=O
  A: 12	B: 3	C: -3	D: -0.3	E: -2	F: -6	G: 1	H: -1

Some of these compounds in order of SMILES length, descending:
Key to letters: A = esBAF inh; B = CASP6 VEID inh; C = RAD54 branch; D = E-sel inducer; E = RAD52 inh; F = ERp5 inh; G = PglD DTNB; H = ARNT TACC3 PPI
C[C@H](CO)N1C[C@H](C)[C@H](CN(C)C(=O)C2CCCCC2)OCCCC[C@H](C)Oc2ccc(NC(=O)Cc3ccccc3)cc2C1=O
  A: 12	B: 3	C: -3	D: -0.3	E: -2	F: -6	G: 1	H: -1

CCCN(C)C[C@@H]1Oc2ncc(-c3ccc(OC)cc3)cc2C(=O)N([C@H](C)CO)C[C@@H]1C
  A: 2	B: -1	C: -5	D: -0.1	E: -4	F: 0	G: -2	H: 0

O=C(Nc1nc(-c2ccc3c(c2)OCCO3)cs1)c1ccc(S(=O)(=O)N2CCCCC2)cc1
  A: 7	B: nt	C: -8	D: nt	E: nt	F: nt	G: -1	H: 0

COc1ccc(C(=O)N2CCCC(C(=O)N3CCN(c4ccccc4)CC3)C2)cc1 (centres undefined)
  A: -5	B: 1	C: 2	D: -0.2	E: -3	F: -4	G: 1	H: -5

O=C1C=C(c2ccccc2Oc2ccccc2)C[C@@H](c2ccc(F)cc2)C1
  A: 3	B: -3	C: -1	D: -0.3	E: -6	F: 5	G: -2	H: nt

COc1ccc(-c2nnc(SCC(=O)N3CCCC3=O)n2N)cc1OC
  A: 0	B: -2	C: -4	D: -1.1	E: -4	F: 7	G: -4	H: -3

Cc1ccc(S(=O)(=O)Nc2cccc3ncccc23)s1
  A: 24	B: -4	C: -14	D: nt	E: -11	F: -3	G: 2	H: 70*

(listing goes on)
Key to letters: A = esBAF inh; B = CASP6 VEID inh; C = RAD54 branch; D = E-sel inducer; E = RAD52 inh; F = ERp5 inh; G = PglD DTNB; H = ARNT TACC3 PPI
O=C(COC(=O)CN1C(=O)C2CCCCC2C1=O)Nc1ccc(F)c(F)c1F (centres undefined)
  A: -10	B: 1	C: 4	D: nt	E: 6	F: -5	G: 7	H: 2

CC(C)NC(=O)C1(C)CCN1C(=O)C1(c2ccccc2)CCCC1 (centres undefined)
  A: 0	B: -1	C: -3	D: nt	E: -6	F: 6	G: 1	H: nt

Cc1nc2c(F)c(F)c(C(F)(F)F)c(F)c2[nH]1
  A: -7	B: nt	C: -5	D: nt	E: nt	F: nt	G: -4	H: -4

C[C@H](CO)N1C[C@H](C)[C@@H](CN(C)C(=O)Nc2ccccc2)Oc2ccc(NC(=O)Cc3cn(C)c4ccccc34)cc2CC1=O
  A: 3	B: 0	C: -21	D: 0.1	E: 11	F: 1	G: -2	H: -3

Cc1ccc(-c2ccc3c(c2)O[C@@H](CN(C)C(=O)NC(C)C)[C@H](C)CN([C@@H](C)CO)S3(=O)=O)cc1
  A: 4	B: 0	C: -2	D: 0.4	E: 1	F: -5	G: -2	H: -1

C[C@H](CO)N1C[C@H](C)[C@H](CN(C)C(=O)CCC(F)(F)F)OCc2cn(nn2)CCCC1=O
  A: -6	B: 1	C: -4	D: -0.3	E: -3	F: 7	G: 0	H: 0

COC(=O)c1ccc(Cn2cnc3c(Cl)ncnc32)cc1
  A: 0	B: 0	C: -1	D: -0.2	E: -5	F: 2	G: 0	H: 0

CCOC(=O)N1CCN(C(=O)c2c[nH]c3ccc(S(=O)(=O)N(C)c4ccccc4C)cc3c2=O)CC1
  A: -8	B: 1	C: 13	D: nt	E: -9	F: 0	G: -1	H: 12

CC(O)c1nc2ccccc2n1CCCc1ccccc1 (centres undefined)
  A: 5	B: -2	C: 2	D: 0.3	E: -11	F: 2	G: 0	H: -2

Cc1ccc(NC(=O)CN2C(=O)NC(Cc3ccccc3)C2=O)cc1Cl (centres undefined)
  A: -8	B: -2	C: 5	D: nt	E: 9	F: -3	G: 6	H: -8

O=C(COc1ccc(Cl)cc1Cl)OCC(=O)N1CCCc2ccccc21
  A: nt	B: 2	C: nt	D: -0.7	E: -10	F: -6	G: nt	H: nt

Cc1ccc(/C=N/NC(=O)c2ccc3nc[nH]c3c2)s1
  A: nt	B: -3	C: nt	D: 1.4	E: 2	F: 7	G: nt	H: -1

CC(O)(c1cccnc1)c1nc(-c2cc(F)cc(F)c2)cs1 (centres undefined)
  A: 2	B: -1	C: 2	D: 0.2	E: -10	F: 0	G: 2	H: nt

C/C(=N\NC(=O)c1c(Br)c(C)nn1C)c1ccc(NC(=O)C(C)Oc2ccc(Cl)cc2C)cc1 (centres undefined)
  A: -7	B: nt	C: 5	D: nt	E: nt	F: nt	G: -10	H: -5

O=C(COc1ncnc2cc([N+](=O)[O-])ccc12)NC(=O)NC1CCCCC1
  A: 3	B: 6	C: -6	D: nt	E: -5	F: 1	G: -3	H: nt

Cc1cc(N)n(-c2nc(-c3cccnc3)nc3ccccc23)n1
  A: -9	B: nt	C: -5	D: nt	E: nt	F: nt	G: 7	H: 1

CCCc1nc2ccccc2n1CC(O)COc1ccc(NC(C)=O)cc1 (centres undefined)
  A: nt	B: 1	C: nt	D: nt	E: -14	F: 0	G: nt	H: -2

CN(C(=O)CC1C(=O)NCCN1Cc1cccc(F)c1F)C1CCOCC1 (centres undefined)
  A: 0	B: 2	C: -4	D: -0.2	E: -17	F: 2	G: -3	H: -7

NS(=O)(=O)c1ccc(NC(=O)CNC(=O)c2ccc3c(c2)OCO3)cc1
  A: -4	B: 4	C: 1	D: -0.2	E: -4	F: -5	G: -7	H: -2

CCCc1cc(=O)[nH]c(SCC(=O)Nc2cc(S(=O)(=O)N3CCCCC3)ccc2C)n1
  A: -2	B: 0	C: -1	D: -0.5	E: 2	F: 3	G: -2	H: -2

CCCc1ncc(C(O)c2ccccc2OC)n1C (centres undefined)
  A: nt	B: 0	C: 4	D: nt	E: 4	F: 0	G: -4	H: -1

COCCCn1c(C23CC4CC(CC(C4)C2)C3)n[nH]c1=S
  A: 2	B: 2	C: 2	D: 0.1	E: -5	F: 4	G: -3	H: -3

COc1ccc(-c2cc(=O)oc3cc(OCc4nn[nH]n4)ccc23)cc1
  A: -2	B: nt	C: -6	D: nt	E: nt	F: nt	G: 5	H: 1

Cc1noc(C)c1NC(=O)N(C)C[C@@H]1Oc2ccc(NS(=O)(=O)c3ccccc3)cc2C(=O)N([C@@H](C)CO)C[C@H]1C
  A: 0	B: 0	C: 12	D: 0.1	E: 2	F: -4	G: 1	H: 1

C/C=C/c1ccc([C@@H]2[C@H](CO)N3CCCCN(C(=O)CN(C)C)C[C@@H]23)cc1
  A: nt	B: 0	C: 7	D: 0.1	E: 45	F: -3	G: -3	H: -2

CNC(=S)Nc1ccc(C(N)=O)cc1
  A: -5	B: -3	C: 4	D: 0.1	E: -11	F: -1	G: 1	H: -29
